# Hsp70 activator = transcriptional activators of Hsp70 | HeLa Hsp70 promoter luciferase reporter, luminescence; scaled: vehicle 0, proteasome-inhibitor control 100% | activation, % at 10 µM | 200,000 compounds, 0.04% hits | AID 1203;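 active = activation above the mean across all tested compounds plus 3 SD, cutoff set per campaign, cut at about 5.5% in these data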;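 note: 100% = MG132 at 30 µM as the positive control and 0% = DMSO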
# RAM network inh = yeast RAM network inhibition | AID 868 | 190,000 compounds, 1.8% hits | inhibition, % at 50 µM | S. cerevisiae dse1pr::URA3 reporter, 5-FOA growth OD615, 2 d; analog-sensitive cbk1-as2 kinase mutant strain;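 active = inhibition above a set limit, 3 SD over mean compound inhibition, cut at about 8.4% in these data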;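 note: 0% = DMSO-only wells with no growth and 100% = 10 µM 1-NA-PP1 full growth; inhibition rescues growth on 5-FOA so higher OD means more RAM inhibition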
# Diaph inh CS = inhibits diaphorase or chemically oxidizes, flagging diaphorase assay artifacts. diaphorase resazurin-to-resorufin fluorescence, NADH, 16 min; bacterial (C. kluyveri) enzyme, not human. inhibition, % at 20 µM. 190,000 compounds, 0.69% hits. AID 1217;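 active = primary screen inhibition at 20 µM above a set limit, cut at about 50% in these data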;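 note: plate controls were DMSO with full reaction for no effect and wells lacking NADH for full effect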
#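 Benchmarks: positive control wells lacking NADH, neutral wells with DMSO only. System: bacterial diaphorase enzyme (C. kluyveri). Input: 0.14 U/mL diaphorase, enzyme working solution. Detection: resorufin fluorescence, excitation 544 nm, emission 590 nm. Times: 16-min room-temperature incubation before reading.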
# Diaphorase act = diaphorase activation or chemical reduction counter-screen; Diaphorase/resazurin coupled assay, resorufin fluorescence, 16 min; hits give high values; 1 = vehicle wells, 0 = NADH-free wells; activation factor at 20 µM; 190,000 compounds, 0.005% hits;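 active = diaphorase activity raised at least twofold by the compound at 20 µM; inactive = activation factor below 2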
#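 Test system: Clostridium kluyveri diaphorase, purified enzyme. Buffer or medium: 50 mM HEPES pH 7.4 buffer plus MgCl2 and Tween 20. Also added: 0.114 mM NADH and 0.1 mM resazurin, final amounts. Dosing: compound 20 µM once, DMSO 1%. Schedule: 16 min enzyme reaction, ambient temperature. Detection: fluorescence of resorufin, 544 nm excitation, 590 nm emission.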
# S1P3 antagonist = antagonists of human S1P3 receptor. Q99500. CHO S1P3 NFAT-BLA reporter, FRET fluorescence, antagonist mode. inhibition, % at 4.98 µM. 170,000 compounds, 0.27% hits. AID 485;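 active = inhibition above the plate cutoff, the mean inhibition of test wells on that plate plus 3 SD, cut at about 28% in these data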;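 note: cells challenged with S1P at its EC80 of 0.8 µM; blue over green emission ratio from cleaved BLA substrate after 4 h stimulation; 0% = S1P-stimulated wells and 100% = unstimulated DMSO-only wells; some compounds past the cut are filed as inactive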
# Target sequence (Q99500 whole entry, looked up): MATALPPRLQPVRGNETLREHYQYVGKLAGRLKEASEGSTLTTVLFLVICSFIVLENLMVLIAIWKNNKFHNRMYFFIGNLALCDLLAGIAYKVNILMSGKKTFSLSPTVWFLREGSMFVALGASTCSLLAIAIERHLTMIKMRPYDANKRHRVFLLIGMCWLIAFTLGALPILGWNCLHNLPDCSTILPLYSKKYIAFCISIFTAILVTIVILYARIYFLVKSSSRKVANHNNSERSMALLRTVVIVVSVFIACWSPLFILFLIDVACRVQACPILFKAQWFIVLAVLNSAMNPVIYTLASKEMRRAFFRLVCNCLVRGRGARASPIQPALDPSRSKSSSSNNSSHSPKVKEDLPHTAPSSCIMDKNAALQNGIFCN
# TLR4-MyD88 BLA = inhibitors of human TLR4-MyD88 binding; O00206+Q99836; HeLa CL3-4 TLR4/MyD88 BLA complementation, FRET ratio; inhibition, % at 8.4 µM; 200,000 compounds, 0.18% hits; in the data active = inhibition above about 25%;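 note: 0% = vehicle and 100% = reference inhibitor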
# Redox H2O2 prof = compounds producing H2O2 with reducing agent – biochemical, NIH compound library profiling, artefact control for MLSCN library redox annotation, primary screen | DTT-dependent redox cycling H2O2, phenol red/HRP absorbance; 100% = 100 µM peroxide control, 0% = buffer | activation, % at 10 µM | 200,000 compounds, 0.03% hits | AID 878;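 active = activation of at least 50% relative to the plate's high and low controls in the primary single-dose screen; inactive = activation below 50%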;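 note: compound incubated with DTT at 0.8 mM final as the reducing agent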
# G6PDH counter = inhibits Leuconostoc G6PDH, flagging false hits in G6PDH-based assays | inhibition, % at 5 µM | Purified L. mesenteroides G6PDH, diaphorase/resazurin coupled fluorescence, 45 min | 200,000 compounds, 0.12% hits | AID 1020
# PMI act = increases human mannose-6-phosphate isomerase activity; P34949; purified human PMI, coupled resazurin fluorescence, 20 min; hits give high values; 1 = vehicle control, 0 substrate-free wells; 190,000 compounds, 0.005% hits; activation factor at 20 µM;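 active = activation factor of 2 or more at 20 µM, relative to plate controls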
# Target sequence (P34949 whole entry, looked up): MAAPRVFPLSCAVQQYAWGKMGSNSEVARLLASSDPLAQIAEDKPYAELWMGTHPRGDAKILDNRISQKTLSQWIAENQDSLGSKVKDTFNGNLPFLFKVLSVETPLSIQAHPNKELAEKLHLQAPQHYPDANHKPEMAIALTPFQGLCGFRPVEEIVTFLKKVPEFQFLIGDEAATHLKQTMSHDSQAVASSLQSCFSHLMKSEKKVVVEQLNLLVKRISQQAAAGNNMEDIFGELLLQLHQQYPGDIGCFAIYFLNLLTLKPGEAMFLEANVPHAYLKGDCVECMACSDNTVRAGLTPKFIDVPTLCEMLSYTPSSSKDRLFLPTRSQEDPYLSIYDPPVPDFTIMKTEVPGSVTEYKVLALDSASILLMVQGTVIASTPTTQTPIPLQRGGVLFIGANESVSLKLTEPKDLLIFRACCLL
# Lmaj promast = inhibitors of Leishmania major promastigote growth; AID 1063; 200,000 compounds, 9% hits; Leishmania major promastigotes, resazurin fluorescence viability; inhibition, % at 10 µM;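 note: promastigotes grown with compound for 44 hours at 28 °C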
# PMI act satM6P = increases human PMI activity with near-saturating mannose 6-phosphate; coupled PMI enzyme assay, resazurin fluorescence, 20 min; hits give high values; 1 = untreated enzyme, 0 = substrate-free blank; activation factor at 20 µM; 190,000 compounds, 0.34% hits; AID 1216;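 active = activation factor of 2 or more at 20 µM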
#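 test system = human PMI in coupled enzyme assay | medium = HEPES-buffered pH 7.4 with magnesium and detergent | also added = 1.0 mM mannose-6-phosphate substrate with 0.22 mM NADP+ | compound = 20 µM single dose | times = 20 min incubation at room temperature | measured by = resorufin fluorescence (Ex 544/Em 590 nm) from resazurin via diaphorase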
# * marks the source's active call; other numbers are inactive results; / = not tested or not shown. Cut-off read from the data, not from the text of the source, unless noted: active = inhibition above about 50%; inactive = the rest.
SMILES,Hsp70 activator,RAM network inh,Diaph inh CS,Diaphorase act,S1P3 antagonist,TLR4-MyD88 BLA,Redox H2O2 prof,G6PDH counter,PMI act,Lmaj promast,PMI act satM6P
COc1ccc(-c2nnn(CC(=O)NCCc3c[nH]c4ccccc34)n2)cc1OC,-0.1,4.4,5,0.9,/,3,1.5,-4,1,46,1
O=C(NCc1ccc(F)cc1)C(c1ccncc1)N(C(=O)c1csnn1)C1CC1 (stereo unspecified),-0.3,2.4,10,0.9,/,-1,1.9,8,0.9,-1,0.9
Cc1cccc(C(=O)NCCN(C)C)c1,-0.3,0.2,8,0.9,/,5,-0.1,5,1,-4,1
COc1ccc(-n2c(C)ccc2C)c([N+](=O)[O-])c1,-0.2,4.5,6,0.9,-31,-2,0.4,14,1,4,1
O=C(COc1ncnc2ccc(Br)cc12)Nc1ccc(N2CCOCC2)cc1,-0.1,2.4,0,1,-4,-1,1.5,14,1.1,2,1
CCOC(=O)c1oc2c(CN3CCCCC3C)c(O)ccc2c(=O)c1-c1ccc(OC)c(OC)c1 (stereo unspecified),-0.1,-0.3,19,0.8,-34,11,-2.2,-8,0.9,-4,0.9
Cc1ccc(CNC(=O)C2c3ccccc3C(=O)N3CCc4ccccc4C23)o1 (stereo unspecified),-0.3,1.2,-6,1.1,-35,-6,-0.2,3,1.2,-5,1.1
O=C(c1cccs1)N(c1ccc(Cl)cc1)C1C=CS(=O)(=O)C1 (stereo unspecified),0.1,0.0,-16,1.2,-5,-10,0.7,9,1.1,10,1.1
CC(C)=CCN1CCN(Cc2cccn2-c2ccccn2)CC1CCO (stereo unspecified),-0.4,0.6,-7,1.1,-6,-17,-1.7,27,0.9,-2,0.9
Cc1ccc(N(CC(=O)N2CCOCC2)S(C)(=O)=O)cc1C,0.0,0.8,7,0.9,/,3,0.2,1,1,-7,1
CCc1ccc(C(=O)NCc2ccc(Cl)cc2)cc1,-0.4,3.6,6,0.9,-6,12,-0.2,16,0.8,-3,0.9
CCNC(=S)NNC(=O)c1c(Cl)c(C)nn1C,0.1,0.0,10,0.9,-11,-7,0.0,0,1,-6,1
O=C1CCC(/C=C/c2ccccc2)=NN1Cc1ccccc1Cl,-0.4,23*,21,0.8,/,11,0.2,2,0.9,-6,0.9
COc1cc(/C=N/NC(=O)c2csc3c2CCCC3)cc(OC)c1O,-0.2,2.4,25,0.7,9,6,-0.5,-1,0.9,-2,0.7
CNc1nc2ccccc2n1N,-0.1,1.2,1,1,-14,-13,-0.1,15,1,-5,1
CN1/C(=C\C(=O)C(F)F)C(C)(C)c2ccccc21,-0.2,3.0,17,0.8,16,-8,3.4,24,0.8,0,0.9
COc1ccccc1C(=O)Nc1cc(-c2nn3c(C)nnc3s2)ccc1C,-0.3,/,/,/,-4,-6,-0.8,/,/,1,/
CCn1cc(C(=O)NC(=S)Nc2cccc(O)c2)cn1,-0.3,0.7,17,0.8,/,-27,-0.1,0,0.9,2,1
CCOC(=O)c1sc2nc3c(cc2c1N)COC(C)(C)C3,0.9,-0.1,13,0.9,23,9,0.2,-1,1,11,1
Cc1cc(-c2ccccc2)nc(N2CCN(c3ccccn3)CC2)n1,-0.1,3.6,3,1,8,-6,-1.4,1,1,-4,1
CCOC(=O)c1[nH]c(C)c(C(=O)C(C)C)c1C,0.0,0.3,16,0.8,/,-7,0.1,7,1,3,1
O=C(COC(=O)c1ccc(CO)cc1)Nc1ccc(OC(F)F)cc1,0.1,2.5,24,0.8,-16,0,0.1,3,0.9,-5,0.9
COc1ccc(N2C(=O)C3C(C2=O)C2C=CC3C23CC3)c([N+](=O)[O-])c1 (stereo unspecified),-0.1,1.5,0,1,5,1,-1.1,9,1,6,1
Cc1ccc2oc(=O)c3cc(C(=O)NCCCN4CCc5ccccc5C4)sc3c2c1,-0.3,1.0,-6,1.1,0,-5,0.6,5,1.2,0,1.2
O=[N+]([O-])c1cc(Cl)ccc1N1CCOCC1,-0.5,0.7,-2,1,-13,8,-0.4,-2,1,1,1
COc1cc(OC)cc(-c2nc(=S)n3ccsc3n2)c1,-0.1,3.5,2,1,3,7,-0.2,12,1,-3,1
CCc1n[nH]c(=S)n1/N=C/c1cc(Br)c(OC)cc1OC,-0.3,0.5,11,0.9,10,-12,0.0,-6,1,-5,1
CCOc1ccc(S(=O)(=O)NCCSCc2ccco2)cc1,-0.1,0.3,0,1,/,7,0.1,4,0.9,-1,0.9
CCC(CC)C(=O)NCCc1cc2cc(C)c(C)cc2[nH]c1=O,-0.2,4.8,21,0.8,-3,2,-3.1,-19,0.8,-2,0.9
O=C(Cn1c(SCC(=O)NC2CCCC2)nnc1-c1ccncc1)Nc1ccc2c(c1)OCO2,-0.4,0.2,7,0.9,-4,-8,2.3,-4,1,-1,1
CCOC(=O)c1sc(NC(=O)CSc2nc(C)cc(-c3ccccc3)n2)c(C#N)c1C,0.1,1.9,21,0.8,/,6,-3.5,-55,0.4,-7,0.7
CC1CCN(c2c(NCC3CCC(C(=O)N4CCc5ccccc5C4)CC3)c(=O)c2=O)CC1 (stereo unspecified),-0.4,4.4,15,0.9,/,7,-0.9,28,1,-1,0.9
COC(=O)C1=C(C)N(CCC2=CCCCC2)C(=O)C1,-0.2,0.6,8,0.9,-10,-1,3.2,-3,0.9,15,1
Cc1cc(C(=O)NCc2ccccc2)c(=O)[nH]c1C,-0.2,0.9,22,0.8,-24,-10,-0.2,6,0.9,1,0.9
C[C@H](NS(=O)(=O)c1ccccc1)C(=O)OCC(=O)NC(=O)Nc1ccc2c(c1)OCCO2,-0.1,0.4,24,0.8,-5,4,-0.6,18,0.9,46,0.8
COCCNC(=S)N/N=C(\C)c1cc2ccccc2o1,0.0,0.4,12,0.9,-1,-16,-0.3,1,1,-4,1
O=C(Nc1cccc(C(F)(F)F)c1)c1ccc2nc(-c3ccco3)c(-c3ccco3)nc2c1,1.0,2.3,24,0.8,/,-7,1.4,11,1,-5,1.1
CCOC(=O)c1sc(=S)n(-c2cc(F)ccc2F)c1N,-0.3,0.0,15,0.9,/,0,-0.5,4,0.6,-2,0.9
CCc1ccc(CNCCSc2nnnn2C)cc1,-0.2,1.8,8,0.9,/,4,0.2,4,0.9,8,1
Cc1cccc(N(CC(=O)NC(C)(C)C)C(=O)CNC(=O)c2cccs2)c1,-0.2,1.5,-9,1.1,4,5,-0.8,9,1,-3,1
O=C(/C=C/c1ccc([N+](=O)[O-])cc1)N(c1ccccn1)C1CCCCC1,-0.4,1.5,22,0.8,-4,6,-0.2,7,1.4,8,1.7
O=C(CN1CCN(c2nc(-c3ccccc3)cs2)CC1)NCc1ccc2c(c1)OCO2,-0.1,0.3,19,0.8,5,-5,-2.4,2,0.9,2,0.9
Cc1ccc(NC(=O)Nc2nc(-c3ccc(C)s3)cs2)cc1,-0.2,2.1,3,1,/,-12,-5.3,3,1,21,1
COCCCNC(=O)CCCn1c(=O)[nH]c2ccccc2c1=O,-0.3,1.2,2,1,-18,-1,1.3,7,1.2,-5,1.1
COCCNC(=O)C(c1ccccc1F)N(C(=O)C(=O)NC1CCCC1)C1CCCCC1 (stereo unspecified),0.1,-0.5,15,0.8,-20,-1,0.5,10,0.9,0,0.9
COC(=O)c1ccc2c(=O)n(CC3CCCO3)c(SCC(=O)Nc3ccccc3Cl)nc2c1 (stereo unspecified),0.1,2.9,11,0.9,/,0,-0.1,-1,0.9,1,1
CCOc1ccc(C2CC(=O)NC3=C2C(=O)CCC3)cc1Cl (stereo unspecified),0.5,0.2,-3,1,-19,4,0.4,3,0.9,45,1
COc1cccc2cc(C(N)=O)oc12,-0.2,1.8,14,0.9,-28,-5,-0.1,9,0.9,-1,0.9

# Two of these compounds, reformatted.
compound | Hsp70 activator | RAM network inh | Diaph inh CS | Diaphorase act | S1P3 antagonist | TLR4-MyD88 BLA | Redox H2O2 prof | G6PDH counter | PMI act | Lmaj promast | PMI act satM6P
O=C(NCc1ccc(F)cc1)C(c1ccncc1)N(C(=O)c1csnn1)C1CC1 (stereo unspecified) | -0.3 | 2.4 | 10 | 0.9 | / | -1 | 1.9 | 8 | 0.9 | -1 | 0.9
Cc1cccc(C(=O)NCCN(C)C)c1 | -0.3 | 0.2 | 8 | 0.9 | / | 5 | -0.1 | 5 | 1 | -4 | 1

# More results
SMILES,Hsp70 activator,RAM network inh,Diaph inh CS,Diaphorase act,S1P3 antagonist,TLR4-MyD88 BLA,Redox H2O2 prof,G6PDH counter,PMI act,Lmaj promast,PMI act satM6P
COc1ccc(N2CCN(S(=O)(=O)c3cccc(C(F)(F)F)c3)CC2)cc1,-0.3,3.0,2,1,-16,5,3.5,1,1,-7,1
CC(=O)Nc1ccccc1OCc1cnc(Cl)s1,-0.1,-0.2,6,0.9,-5,-2,0.3,0,1,-1,1.1
CC#CCCCC(=O)Nc1ccccc1C(=O)O,0.2,0.9,15,0.9,3,4,-0.2,2,1,-2,1.1
Cc1ccc(CSc2nc3ccncc3[nH]2)cc1,-0.5,3.8,2,1,/,-5,-0.6,-2,1.1,0,1.1
O=C(CSc1nnc(-c2cccs2)n1Cc1ccco1)c1ccc2c(c1)OCO2,-0.7,2.7,10,0.9,-11,-5,-0.8,0,0.9,-2,1
Cc1cc(C)c(C(=O)/C=C/c2ccco2)c(=O)[nH]1,-0.1,0.4,43,0.6,-18,-11,-0.5,31,0.9,-5,0.6
Cc1nc(N2CCOCC2)nc2c1CCCC2,-0.3,0.0,10,0.9,/,1,-2.8,1,0.9,-6,1
CCCC(=O)N1c2ccc(-c3csc(N)n3)cc2CC1C (stereo unspecified),-0.1,-0.3,-17,1.2,2,4,0.1,6,1.1,13,1
Clc1ccc(Oc2nnnn2-c2ccccc2)cc1,-0.4,-0.1,19,0.8,/,-3,-0.6,-5,0.9,5,1
CCOC(=O)C1(Cc2ccccc2)CCN(Cc2cnc(N3CCOCC3)s2)CC1,0.5,0.0,16,0.8,-12,8,10,9,0.9,5,1
Cc1ccc2c(c1)N(C(C)C(=O)NCc1cccs1)C(=O)CO2 (stereo unspecified),-0.1,0.6,4,1,-17,-16,0.0,5,1.1,-6,1.1
CN(C)S(=O)(=O)c1cccc2c1C(=O)c1ccccc1C2=O,-0.4,2.2,20,0.8,2,8,-0.4,10,1.1,0,0.8

# Screening results from PubChem.
